# Screening data as filed in PubChem BioAssay.
# Pf gametocyte = inhibitors of late stage P. falciparum gametocyte viability | inhibition, % at 10.9 µM | 150,000 compounds, 0.065% hits | AID 743093 | P. falciparum stage V gametocytes, ATP luminescence, 24 h;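 active = inhibition above the mean plus 3 SD of compounds within the control limits, set per campaign, cut at about 38% in these data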;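 note: 0% = DMSO wells and 100% = medium only without gametocytes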
# * marks the source's active call; other numbers are inactive results. Only part of the results is shown (hit frequency here may not be typical).
# Preview, 15 compounds:
SMILES,Pf gametocyte
CN(C(=S)NC(=O)c1ccccc1)c1c(N)n(Cc2ccccc2)c(=O)[nH]c1=O,8
CCOC(=O)CN1C(=O)N[C@@H](c2cccs2)C(C(=O)OC)=C1C,-12
O=C(Nc1nnc(CCc2ccccc2)s1)c1ccccc1,4
O=C(O)CCCCCNS(=O)(=O)c1ccc2c3c(cccc13)C(=O)N2,9
CN(C)CCCN1C(=O)c2cc3ccccc3cc2C1=O,3
Cc1cccc(-c2cc3nc4c(c(N5CCC6(CC5)OCCO6)n3n2)CCCC4)c1,-3
O=C1C=C(c2ccc(-c3ccccc3)cc2)C[C@@H](c2ccc3c(c2)OCO3)C1,11
CC(C)(O)CC[C@@H](O)[C@](C)(O)C1CC[C@@]2(O)C3=CC(=O)[C@@H]4C[C@@H](O)[C@@H](O)C[C@]4(C)C3CC[C@]12C (stereo partly drawn),16
O=C(CSc1ccccc1)NCc1ccccc1,18
CCOC(=O)C1(CCOc2ccccc2)CCN(Cc2cc(OC)ccc2OC)CC1,12
COc1ccc(OCC(O)CNC2CCCC2)cc1 (stereo not drawn),-18
CC1CCCN(C(=O)Cn2nnc(-c3ccc([N+](=O)[O-])cc3)n2)C1 (stereo not drawn),-14
CC(C)(O)/C=C/C(=O)[C@](C)(O)C1[C@H](O)C[C@@]2(C)C3CC=C4C(C=C(O[C@@H]5O[C@H](CO)[C@@H](O)[C@H](O)[C@H]5O)C(=O)C4(C)C)[C@]3(C)C(=O)C[C@]12C (stereo partly drawn),12
Cc1cccc(CCN2CCN=C2N(C)C)c1,-3
CC(C(O)c1cc(=O)c(OCc2ccccc2)co1)[N+](=O)[O-] (stereo not drawn),6

# Main list, from the first entry:
SMILES,Pf gametocyte
CN(C(=S)NC(=O)c1ccccc1)c1c(N)n(Cc2ccccc2)c(=O)[nH]c1=O,8
CCOC(=O)CN1C(=O)N[C@@H](c2cccs2)C(C(=O)OC)=C1C,-12
O=C(Nc1nnc(CCc2ccccc2)s1)c1ccccc1,4
O=C(O)CCCCCNS(=O)(=O)c1ccc2c3c(cccc13)C(=O)N2,9
CN(C)CCCN1C(=O)c2cc3ccccc3cc2C1=O,3
Cc1cccc(-c2cc3nc4c(c(N5CCC6(CC5)OCCO6)n3n2)CCCC4)c1,-3
O=C1C=C(c2ccc(-c3ccccc3)cc2)C[C@@H](c2ccc3c(c2)OCO3)C1,11
CC(C)(O)CC[C@@H](O)[C@](C)(O)C1CC[C@@]2(O)C3=CC(=O)[C@@H]4C[C@@H](O)[C@@H](O)C[C@]4(C)C3CC[C@]12C (stereo partly drawn),16
O=C(CSc1ccccc1)NCc1ccccc1,18
CCOC(=O)C1(CCOc2ccccc2)CCN(Cc2cc(OC)ccc2OC)CC1,12
COc1ccc(OCC(O)CNC2CCCC2)cc1 (stereo not drawn),-18
CC1CCCN(C(=O)Cn2nnc(-c3ccc([N+](=O)[O-])cc3)n2)C1 (stereo not drawn),-14
CC(C)(O)/C=C/C(=O)[C@](C)(O)C1[C@H](O)C[C@@]2(C)C3CC=C4C(C=C(O[C@@H]5O[C@H](CO)[C@@H](O)[C@H](O)[C@H]5O)C(=O)C4(C)C)[C@]3(C)C(=O)C[C@]12C (stereo partly drawn),12
Cc1cccc(CCN2CCN=C2N(C)C)c1,-3
CC(C(O)c1cc(=O)c(OCc2ccccc2)co1)[N+](=O)[O-] (stereo not drawn),6
COc1cc(NC(=O)C2CC(c3ccccc3O)=NO2)c(OC)cc1Cl (stereo not drawn),-8
COC(=O)c1[nH]nc(-c2ccccc2)c1-c1ccccc1,-15
CCCn1c(C(CO)Nc2nc(-c3cccc(Br)c3)cs2)nc2ccccc21 (stereo not drawn),28
Cc1cccc(C(=O)NC2CCN(S(=O)(=O)c3cccc(F)c3)CC2)c1,20
COc1ccc(-n2c(COc3ccccc3)n[nH]c2=S)cc1,-14
CC1(c2ccccc2)NC(=O)N(NC(=O)CSc2n[nH]c(N)n2)C1=O (stereo not drawn),10
COc1ccc(NC(=O)C(=O)Nc2cccc3cccnc23)c(OC)c1,2
Cc1ccc(S(=O)(=O)N2[C@@H](c3cccc(Cl)c3)C(C(=O)O)=CC[C@H]2c2cccc(Cl)c2)cc1,-65
CCCCCCSc1ccc([C@H]2N[C@@](C)(C(=O)OC)[C@H]3C(=O)N(C)C(=O)[C@@H]23)cc1,-10
O=C(NCCN1CCOCC1)c1cccc2c1C(=O)c1ccc(N3CCCC3)cc1S2(=O)=O,1
COC(=O)CCC(=O)NC1CC(C)(C)Cc2c1cnn2-c1ccccc1 (stereo not drawn),-15
Cc1ccc(S(=O)(=O)N2[C@@H](c3cccc(Cl)c3)C(C(=O)O)=CC[C@H]2c2ccc(Cl)cc2)cc1,-15
CCCn1c(SCC(=O)N2CCCc3ccccc32)nc2c1c(=O)n(C)c(=O)n2C,-8
COc1ccc(-c2csc(NC(C)c3nc4cc(Cl)c(N5CCCCC5)cc4n3CCCO)n2)cc1 (stereo not drawn),8
Cc1c(Cl)cccc1NC(=O)C1CC2CCC1C2 (stereo not drawn),-3
CC(C)(C)c1ccc(OCC(=O)Nc2ccncc2)cc1,-4
CCC(C)c1ccc(S(=O)(=O)N2CCN3CCCC3C2)cc1 (stereo not drawn),16
Cc1cc(-c2ccccc2)nc(N/N=C/c2ccccc2F)n1,-18
Cc1cc2c(cc1C)NC1(C[C@H]3CCC(=O)N4CC[C@@H](C1)[C@@H]34)C(=NC(C)(C)CC(C)(C)C)N2 (stereo partly drawn),9
Cc1ccc(SCC(=O)N2CCN(c3ccc(F)cc3)CC2)cc1,-8
CC(=O)C1=C(O)C(=O)N(c2cccc(Br)c2)C1c1ccc(Br)cc1 (stereo not drawn),11
N=c1oc2ccccc2cc1C(=O)Nc1ccccc1,-10
COc1ccc(CC(=O)NCC2CCCN(Cc3cccc(SC)c3)C2)cc1 (stereo not drawn),-12
C[C@@H](CSc1ccccc1)CN1CC[C@H](C(C)(C)C)CCC1=O,16
COc1ccc(-c2cn(Cc3ccc(C(N)=O)cc3)c(-c3ccc(Cl)nc3)n2)cc1,-15
COCC(C)n1c(C)cc(C(=O)COC(=O)c2c(NC(C)=O)sc(C)c2C)c1C (stereo not drawn),-18
COc1ccccc1OCCSc1nc2ccccc2n1CC(O)CO (stereo not drawn),-3
Cc1ccc(C(=O)Nc2cccc3cccnc23)cc1C,-9
CCOC(=O)CN1C(=O)N[C@@H](c2cccs2)C(C(C)=O)=C1C,-14
O=C1CC[C@@H](OCc2ccccc2)CCN1CC[C@H](Sc1ccccc1)c1ccccc1,-22
O=c1[nH]c(/C=C/c2cccc(Br)c2)nc2ccccc12,4
CCOc1ccccc1NC(=O)COC(=O)COc1c(Cl)cc(Cl)c2ccc(C)nc12,-26
CCc1ccc([C@@H]2CC=C(C(=O)O)[C@H](c3ccccc3)N2S(=O)(=O)c2ccc(C)cc2)cc1,9
O=C(CSc1nnc2scc(-c3ccccc3)n12)Nc1nsc(-c2ccc(Cl)cc2)n1,0
Cc1cc(CNC(=O)c2cccc3c2C(=O)c2ccc(-c4ccc(F)cc4OCc4ccccc4)cc2S3(=O)=O)c(C(F)(F)F)o1,10
CS(=O)(=O)N(Cc1nc(-c2ccc(F)cc2)no1)c1ccccc1Cl,-3
CCN(CC)S(=O)(=O)c1ccc(S(=O)(=O)N(CC(=O)Nc2ccccc2)CC2CCCO2)cc1 (stereo not drawn),-17
O=C1C=C(c2ccc(O)cc2)C[C@@H](c2ccc3c(c2)OCO3)C1,-21
Cc1ccc2c(c1)N(CC(=O)Nc1ncccc1C)C(=O)C(C(C)C)O2 (stereo not drawn),10
COc1ccc(-c2cc(C(=O)NCc3ccco3)c3ccccc3n2)cc1,13
Cn1c(=O)c(C(=O)NC2CCCCCC2)c(O)c2ccccc21,22
CC1(C)C(C=C(Cl)Cl)C1C(=O)N/N=C/c1ccccc1F (stereo not drawn),5
Cc1nc(C2CC(=O)OC23CCCCC3)cs1 (stereo not drawn),-3
CCOC(=O)Nc1ccc2c(c1)N(C(=O)CNC)c1ccccc1CC2,-14
CC1(C)CC[C@]2(C(=O)O)CC[C@]3(CO)C(=CCC4[C@@]5(C)C[C@H](O)[C@H](O)[C@@](C)(C(=O)O)C5CC[C@]43C)[C@@H]2C1 (stereo partly drawn),-8

# Next part:
SMILES,Pf gametocyte
COC(=O)C1=C(C)N(CCCC(=O)O)C(=O)NC1c1ccc(C#N)cc1 (stereo not drawn),1
Cn1c(-c2ccc(F)cc2)cnc1NCc1ccc(F)cc1F,-4
Cc1cccc(NC(=O)c2cccc(NC(=O)c3ccco3)c2)c1C,-10
CCc1n[nH]c(=S)n1/N=C/c1c(O)ccc2ccccc12,-17
CC1(C)CC(N2CCN(C(c3ccccc3)c3ccccc3)CC2)=CC(=[N+]2CCCCC2)C1,25
COc1cc(CN2CCCC(CO)(Cc3ccccc3F)C2)ccc1O (stereo not drawn),-19
CC(C)CC(C(=O)Nc1cccc(O)c1)N1C(=O)c2ccccc2C1=O (stereo not drawn),-12
Cc1ccccc1C(=O)Nc1scc(-c2ccc(Br)cc2)c1C(=O)O,16
O=C1c2ccccc2NC(c2ccc(-c3ccc(C(F)(F)F)cc3)o2)N1O (stereo not drawn),16
COc1ccc(CC(=O)NCCCCc2ccccc2)cc1OC,16
CC(=O)c1ccc(NC(=O)C2CCCO2)cc1 (stereo not drawn),16
O=C(N/N=C1\CCCc2c1[nH]c1ccc(Cl)cc21)c1ccncc1,-1
COc1ccc(NC(=O)C(c2ccccc2)c2ccccc2)c(OC)c1,-4
Nc1nnnn1/N=C/c1ccc(Br)cc1,10
COc1cccc(-c2ncc3ccccc3c2COC(=O)c2ccc(Br)cc2)c1,4
Cc1cc(C)cc(C(=O)NCCN2CCOCC2)c1,17
O=C(O)CCC(=O)Nc1cccc(-c2nnc(-c3ccccc3)o2)c1,4
O=C(COc1ccccc1)Nc1cc(NC(=O)COc2ccccc2)cc(C(=O)O)c1,-13
COc1ccc(C(=O)Nc2ccccc2C(=O)Nc2ccc(C(=O)O)cc2)cc1,-14
O=C(O)c1cn(Cc2ccccc2)c2ccc(Cl)cc2c1=O,22
CN(Cc1ccccc1)c1ccc(C(CC(N)=O)NC(=O)Cc2cccc3ccccc23)cc1[N+](=O)[O-] (stereo not drawn),0
COc1cc(COC(=O)Oc2ccc(CNC(C)=O)cc2OC)c([N+](=O)[O-])cc1OC,-15
O=C(c1ccc2ccccc2c1)N1CCCC1,8
COc1ccc(CC2=C(O)c3ccccc3C(=O)C2=O)cc1,9
NS(=O)(=O)OCc1ccc(C(F)(F)F)cc1,-29
Cc1ccc(N=Nc2c(C)[nH]n(-c3ccccc3)c2=O)cc1Br,-4
COc1ccc(-n2cnc3ccccc3c2=O)c([N+](=O)[O-])c1,3
N#CCS(=O)(=O)c1ccccc1,-4
COc1ccc(OC)c(S(=O)(=O)Oc2ccc(N)c3ccccc23)c1,16
CC(C)c1cccc(C(C)C)c1OC(=O)[C@H]1OC(C(C)(C)C)=C[C@@H]1c1ccccc1,7
COC(=O)c1ccc2[nH]c(C3(O)CCCCC3)c(C)c2c1,5
O=C(O)CCC(=O)N(Cc1ccccc1)Cc1ccccc1,-4
COC(=O)CCC(NS(=O)(=O)OCC(Cl)(Cl)Cl)c1ccccc1 (stereo not drawn),0
CC(=O)c1cn(C2OC(CO)C3OC(C)(C)OC32)c(=O)n(C)c1=O (stereo not drawn),-12
COc1ccc(CN2CCN(c3ccccc3OC)CC2)cc1OC,9
CC1(C(=O)N2CCN(c3ccc([N+](=O)[O-])cc3)CC2)CC1(Cl)Cl (stereo not drawn),-16
C/C(=N\NC(=O)CN1CCN(c2ccc(F)cc2)CC1)c1ccco1,9
CC(C)C[C@@]12C(=O)N(c3cccc(Br)c3)C(=O)N1[C@H](c1ccc(F)cc1)[C@@H]1C(=O)N(C3CCCCC3)C(=O)[C@@H]12,9
CC1(c2nnc(-c3cccc(Cl)c3)o2)CC(c2ccccc2)=NO1 (stereo not drawn),11
OCC[C@@H]1C[C@H](O)[C@@H](O)[C@]2(CCc3ccccc3O2)O1,-2
COc1cc(C(=O)N2CCc3ccccc32)cc(OC)c1OC,26
CCCCCCCC(=O)Nc1cc(C(=O)NCc2ccc(C)cc2)ccc1N1CCC2(CC1)CC(c1cccc(Br)c1)=NO2,13
O=c1c2ccccc2nc2n1CC/C2=C\N1CCN(c2ccc([N+](=O)[O-])cc2)CC1,-5
O=C(Nc1ccccc1F)c1ccc2c(c1)OCO2,-9
CCOC(=O)CNC(=O)CSc1ncccc1-c1nc2ccccc2[nH]1,-9
Cc1ccc2oc(=O)n(Cc3ccc(OC(C)C)cc3)c2c1,16
CCc1ccc(NC(=O)Cn2cc([N+](=O)[O-])nc2C)cc1,10
O=S(=O)(O)c1ccc(SCc2ccccc2)nc1,-4
C/C(=C\c1ccc2c(c1)OCO2)C1Nc2cccc3cccc(c23)N1,-4
C=CC[C@@H](CC(=O)NCCO)C(=O)N[C@@H](COC(=O)[C@@H](CC=C)CC(=O)OC(C)(C)C)Cc1c[nH]c2ccccc12,-4
COCCN1C(=NCCCOC(C)C)N[C@@H](c2ccccc2)C(C(=O)OC)=C1C,3
Cn1c(=O)[nH]c(=O)c2c1[nH]c(=S)n2CCCc1ccccc1,-31
CCC(=O)Nc1ccc(C(=O)NNC(=O)c2ccc(C)cc2)cc1,12
O=C(COc1cc(O)c2c(=O)cc(-c3ccccc3)oc2c1)c1cccc([N+](=O)[O-])c1,3
O=C(COc1ccccc1Cl)Nc1cc(NC(=O)COc2ccccc2Cl)cc(C(=O)O)c1,0
O=C(CCOc1ccccc1)Nc1ccc(Br)cc1,8
COc1ccc(CN2C(=O)C(CC(C)C)Nc3ncnc(N4CCN(c5ccccn5)CC4)c32)cc1 (stereo not drawn),18
Cc1cc(=O)cc(C)n1-c1ccccc1N,-2
COc1cc(NC(=O)Cc2ccccc2)ccc1NC(=O)Cc1ccccc1,10
COC(=O)COc1ccc(S(=O)(=O)NCc2ccc3c(c2)OCO3)cc1,-6
CCCCC[C@H]1CN(Cc2ccccc2)C(=O)[C@@H]1CC(=O)NCc1ccccc1,8
Cc1cc(C)nc(Nc2nc(-c3ccccc3)cs2)n1,-3
C[C@H](CO)N1C[C@H](C)[C@@H](CN(C)Cc2ccccc2)Oc2c(NS(=O)(=O)c3cn(C)cn3)cccc2C1=O,0
